Bioassay records deposited in PubChem by several laboratories.
KCNK9 inh: human KCNK9 channel inhibition. Q9NPC2. HEK293 KCNK9, FluxOR thallium flux fluorescence; active compounds read low. B-score at 10 µM. 1.2% of 310,000 active. AID 488922;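 active = ratio B-score over 3 SD below the library mean, with starting fluorescence within 5 SD of its mean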;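 also: negative B-score means less thallium flux so channel inhibition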
Target sequence (Q9NPC2 whole entry, looked up): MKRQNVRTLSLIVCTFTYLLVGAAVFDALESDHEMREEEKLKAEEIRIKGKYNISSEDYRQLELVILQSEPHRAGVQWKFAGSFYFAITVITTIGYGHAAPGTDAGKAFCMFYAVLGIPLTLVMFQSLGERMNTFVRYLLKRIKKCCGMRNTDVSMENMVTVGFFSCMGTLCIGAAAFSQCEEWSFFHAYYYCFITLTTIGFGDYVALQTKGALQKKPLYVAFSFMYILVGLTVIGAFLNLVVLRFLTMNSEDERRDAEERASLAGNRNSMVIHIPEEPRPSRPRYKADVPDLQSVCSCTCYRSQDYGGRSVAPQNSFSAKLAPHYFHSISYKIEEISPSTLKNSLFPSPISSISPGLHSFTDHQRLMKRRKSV
KCNK3 block: human KCNK3 channel inhibition, primary screen; O14649; CHO-KCNK3 thallium flux, FluxOR fluorescence; active compounds read low; B-score at 10 µM; 0.84% of 340,000 active; AID 602410;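 active = B-score under library mean minus 4 SD, starting fluorescence ratio at most library mean plus 5 SD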;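 also: more negative B-score means stronger inhibition of thallium flux through KCNK3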
TRPC4 agonist: TRPC4 (mouse) channel activation; Q9QUQ5; HEK293 TRPC4beta/mu-opioid, Fluo4 calcium fluorescence; active compounds read high; B-score at 10 µM; 0.49% of 310,000 active;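 active = B-score above 5 SD of library B-scores, and initial fluorescence ratio not above library mean plus 5 SD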;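 also: positive B-score marks a calcium rise read as TRPC4 activation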
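system = HEK293 cells stably co-expressing mouse TRPC4beta and mu-opioid receptor | schedule = Fluo4 dye loading 45 min at room temperature, 110 s recording | measure = B-scored integrated calcium fluorescence ratio | signal = Fluo4 calcium-sensitive dye fluorescence, kinetic, 1 Hz baseline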
PolyA inhibitor: inhibitors of polyadenylation in S. cerevisiae | S. cerevisiae SKY197-pL101 polyadenylation reporter, beta-gal luminescence; efflux-impaired pdr1/pdr3 knockout yeast; score 100 = 6 SD above DMSO | 0.02% of 300,000 active | AID 1875 | calls only at 12 µM;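 active = lowest replicate activity score at least 50, where 100 means six control SD above control mean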;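 also: yeast exposed to compound for 9 h at 30 °C; higher score means more reporter readthrough which indicates perturbed polyadenylation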
TRPC4 block: inhibitors of mouse TRPC4 channel. Q9QUQ5. HEK293 TRPC4beta/mu-opioid, DAMGO-evoked Fluo4 calcium flux; active compounds read low. B-score at 10 µM. 0.39% of 300,000 active. AID 2247;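 active = B-score over 3 SD under the library average, no early fluorescence shift, positive overall ratio signal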
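Assay system: TRPC4beta/mu-opioid receptor HEK293 cell line; compound dosing: single concentration per test compound; detection: Fluo4 Ca2+ flux fluorescence; evaluation: per-well B score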
hERG rescue: hERG (human) protection from proarrhythmic block. Q12809. CHO-hERG, FluxOR thallium flux, dofetilide IC70 present. activation (rescue from dofetilide block), less the hit threshold, % at 10 µM. 0.51% of 310,000 active. AID 1511;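 active = activation above the mean of controls blocked by dofetilide plus 5 SD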;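 also: thallium influx through hERG after potassium depolarization seen as dye fluorescence rise; in these data hits start at about 4.7%; inactives centre near -7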
DYRK1A inh: Dyrk1A (rat) kinase inhibition; Q63470; ADP-Glo luminescence, NFATc1 peptide; inhibition, % at 12.5 µM; 0.43% of 310,000 active; AID 504441; in the data active = inhibition above about 50%;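 also: plate controls were vehicle with enzyme for no effect and no enzyme for full effect; many of its hits are not listed in these tables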
KCNQ1 inh: inhibitors of human KCNQ1 potassium channel. CHO-K1 KCNQ1, FluxOR thallium flux fluorescence; active compounds read high. P51787. AID 2642. B-score at 10 µM. 1.3% of 310,000 active;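 active = compounds whose thallium flux B-score, printed positive for inhibition, exceeds three library SD while starting fluorescence stays within three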;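 also: channel opened by potassium depolarization with thallium stimulus after 20 min compound exposure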
Target sequence (P51787 whole entry, looked up): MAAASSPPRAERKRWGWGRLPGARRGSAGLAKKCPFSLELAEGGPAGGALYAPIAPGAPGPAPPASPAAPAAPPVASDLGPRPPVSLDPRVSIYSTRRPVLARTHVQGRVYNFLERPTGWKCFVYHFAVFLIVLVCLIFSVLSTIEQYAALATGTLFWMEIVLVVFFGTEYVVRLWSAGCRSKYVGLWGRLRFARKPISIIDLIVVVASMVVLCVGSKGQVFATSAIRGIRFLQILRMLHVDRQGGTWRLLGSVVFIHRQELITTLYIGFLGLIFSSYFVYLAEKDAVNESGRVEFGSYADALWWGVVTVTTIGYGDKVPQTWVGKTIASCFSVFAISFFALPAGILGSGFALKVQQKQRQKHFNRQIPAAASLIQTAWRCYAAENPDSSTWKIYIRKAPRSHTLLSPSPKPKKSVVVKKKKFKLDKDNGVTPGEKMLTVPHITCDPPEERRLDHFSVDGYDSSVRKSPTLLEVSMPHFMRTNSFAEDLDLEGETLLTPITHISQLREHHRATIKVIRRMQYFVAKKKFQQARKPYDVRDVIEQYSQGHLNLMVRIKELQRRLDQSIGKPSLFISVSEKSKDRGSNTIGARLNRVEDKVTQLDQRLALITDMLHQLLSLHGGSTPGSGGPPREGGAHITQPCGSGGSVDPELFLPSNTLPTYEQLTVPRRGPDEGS
TRPC4 potent: TRPC4 (mouse) allosteric potentiation. Q9QUQ5. HEK293 TRPC4beta/mu-opioid, DAMGO EC20, Fluo-4 Ca2+ flux; active compounds read high. B-score at 10 µM. 0.42% of 310,000 active. AID 2227;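 active = B-score of calcium response area above 5 SD of library B-scores, with initial fluorescence ratio within 5 SD of library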;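 also: B-score of integrated fluorescence ratio over time as area under calcium response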
Platelet DG rel: modulates dense granule release in human platelets | 0.22% of 300,000 active | inhibition, %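 (compounds screened at 7.5 µM in platelet-rich plasma)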 | AID 1663 | human platelet-rich plasma, SFLLRN dense granule ATP release, luminescence;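 active = mean replicate score, as percent of positive control, at or above 50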
KCNQ1 pot: potentiates or activates the human KCNQ1 potassium channel. P51787. CHO-K1 KCNQ1, thallium flux FluxOR fluorescence; active compounds read high. B-score at 10 µM. 0.35% of 310,000 active;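 active = fluorescence ratio B-score, a plate-corrected score, at least three library SD, with initial intensity B-score within 5 SD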
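System: Stable KCNQ1 CHO-K1 line | Incubation: 90 min dye loading and 20 min compound exposure, both at room temperature | Measure: Ratio B score | Medium: Assay buffer for compound exposure, DMSO matched across wells | Compound dosing: Single-concentration screen | Probe or stimulus: K+/Tl+ depolarizing stimulus | Measured by: Kinetic FluxOR fluorescence, 10 s baseline plus 110 s post-stimulus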
Numbers without * were called inactive; i = inactive; x = no result given. Not all compounds are listed (hit frequency here may not be typical).

SMILES | KCNK9 inh | KCNK3 block | TRPC4 agonist | PolyA inhibitor | TRPC4 block | hERG rescue | DYRK1A inh | KCNQ1 inh | TRPC4 potent | Platelet DG rel | KCNQ1 pot
O=C(CSc1nc(-c2ccco2)cc(C(F)(F)F)n1)N1CCCc2ccccc21 | i | i | i | i | i | -5.2 | -5.0 | i | i | 0.4 | i
Cc1nc(N)nc2c1CCCC2 | i | i | i | i | i | -7.2 | 2.2 | i | i | 0.6 | i
CCOc1cc(NC(=S)NCC2CCCO2)c(OCC)cc1NC(=O)c1cccc(F)c1 (stereo not given) | i | i | i | i | i | -0.8 | -6.1 | i | i | 9.7 | i
NS(=O)(=O)c1cccc(NC(=O)COC(=O)CC2CC3CCC2C3)c1 (stereo not given) | i | i | i | i | i | -2.8 | 1.2 | i | i | -1.9 | i
O=C(O)CCC(=O)NC1CCCCC1 | i | i | i | i | i | -7.7 | 0.0 | i | i | 1.5 | i
CCc1c(C)nc2cc(-c3cccc(Br)c3)[nH]n2c1=O | i | i | i | i | i | -3.7 | 1.5 | i | i | 5.0 | i
COCCN1CCN(C(=O)c2cc(COc3cncc(Cl)c3)on2)CC1 | i | i | i | i | i | -9.1 | x | i | i | -7.4 | i
Cc1ccc(C)c(NC(=O)CN(C)C(=O)c2cccc(S(=O)(=O)N3CCN(Cc4ccccc4)CC3)c2)c1 | i | i | i | i | i | -15.3 | -3.1 | i | i | -1.9 | i
O=C(COC(=O)Cc1n[nH]c(=O)c2ccccc12)Nc1ccc(Cl)cc1F | i | i | i | i | i | -4.3 | 10.3 | i | i | -2.7 | i
COc1ccc(S(=O)(=O)NCc2ccc(C(=O)N(C)Cc3ccco3)cc2)cc1 | i | i | i | i | i | -3.7 | -1.0 | i | i | -1.3 | i
COc1cc(/C=C(\NC(C)=O)C(=O)Nc2ccc(NC(C)=O)cc2)ccc1OC(C)=O | i | i | i | i | i | -2.0 | -7.2 | i | i | -5.1 | i
CSc1cccc(NC(=S)N(CCCN2CCCC2)Cc2cccs2)c1 | i | i | i | i | i | -6.6 | x | i | i | -3.8 | i
N#C/C(C(=O)Oc1ccccc1)=C1\C=Cc2ccccc2N1 | i | i | i | i | i | -7.5 | -4.3 | i | i | -6.4 | i
NNS(=O)(=O)c1ccc(Cc2ncc(C(F)(F)F)cc2Cl)s1 | i | i | i | i | i | -2.8 | 4.5 | i | i | 0.0 | i
COc1ccc(Oc2c(Cl)cnn(-c3ccccc3)c2=O)cc1 | i | i | i | i | i | -9.2 | 3.5 | i | i | 3.2 | i
CCSC1=NN2CCS(=O)(=O)N=C2S1 | i | i | i | i | i | -9.1 | -1.8 | i | i | 0.5 | i
Cc1ccccc1NC(=O)Cc1nnc(SCC(=O)c2ccc(Br)cc2)n1C | i | i | i | i | i | -9.4 | -9.4 | i | i | -11.7 | i
Cc1cc(C)c(S(=O)(=O)Nc2ccccn2)c(C)c1 | i | i | i | i | i | 0.5 | 0.1 | i | i | 4.3 | i
Cc1ccc(C(=O)OCC(=O)NC2CCCCC2)s1 | i | i | i | i | i | -2.2 | x | i | i | 17.4 | i
Cc1cccc(N2CCN(c3cccc(C)c3)C2c2cccnc2)c1 | i | i | i | i | i | -16.6 | 4.0 | i | i | 0.3 | i
Cc1[nH]c2ccccc2c1Cc1n[nH]c(=S)o1 | i | i | i | i | i | -2.4 | 3.6 | i | i | 20.7 | i
Cc1cccc(C(=O)OCCN2CCOCC2)c1 | i | i | i | i | i | -1.8 | -4.4 | i | i | -4.6 | i
O=C(Cn1nnc(-c2ccc(N3CCOCC3)cc2)n1)OC1CCCCC1 | i | i | i | i | i | -10.6 | 9.1 | i | i | 0.1 | i
O=C1c2ccccc2S(=O)(=O)c2cc(C(=O)N3CCCC3)ccc21 | i | i | i | i | i | -4.8 | 0.4 | i | i | -2.1 | i
CC(C)(CC(=O)O)CC(=O)Nc1ccccc1Oc1ccccc1 | i | i | i | i | i | -6.2 | 4.5 | i | i | 11.5 | i

Looked up by compound from the entries so far (two):
SMILES | KCNK9 inh | KCNK3 block | TRPC4 agonist | PolyA inhibitor | TRPC4 block | hERG rescue | DYRK1A inh | KCNQ1 inh | TRPC4 potent | Platelet DG rel | KCNQ1 pot
N#C/C(C(=O)Oc1ccccc1)=C1\C=Cc2ccccc2N1 | i | i | i | i | i | -7.5 | -4.3 | i | i | -6.4 | i
O=C(Cn1nnc(-c2ccc(N3CCOCC3)cc2)n1)OC1CCCCC1 | i | i | i | i | i | -10.6 | 9.1 | i | i | 0.1 | i

The main list resumes; the 5 compounds before the break are reprinted first.
SMILES | KCNK9 inh | KCNK3 block | TRPC4 agonist | PolyA inhibitor | TRPC4 block | hERG rescue | DYRK1A inh | KCNQ1 inh | TRPC4 potent | Platelet DG rel | KCNQ1 pot
Cc1[nH]c2ccccc2c1Cc1n[nH]c(=S)o1 | i | i | i | i | i | -2.4 | 3.6 | i | i | 20.7 | i
Cc1cccc(C(=O)OCCN2CCOCC2)c1 | i | i | i | i | i | -1.8 | -4.4 | i | i | -4.6 | i
O=C(Cn1nnc(-c2ccc(N3CCOCC3)cc2)n1)OC1CCCCC1 | i | i | i | i | i | -10.6 | 9.1 | i | i | 0.1 | i
O=C1c2ccccc2S(=O)(=O)c2cc(C(=O)N3CCCC3)ccc21 | i | i | i | i | i | -4.8 | 0.4 | i | i | -2.1 | i
CC(C)(CC(=O)O)CC(=O)Nc1ccccc1Oc1ccccc1 | i | i | i | i | i | -6.2 | 4.5 | i | i | 11.5 | i
CC(=O)N1N=C(c2ccco2)CC1c1ccc(Cl)o1 (stereo not given) | i | i | i | i | i | -6.2 | 3.2 | i | i | 6.8 | i
O=C(CSc1nc2ccc(Nc3nc(N4CCOCC4)nc(N4CCOCC4)n3)cc2s1)NCc1ccco1 | i | i | i | i | i | -13.6 | -0.7 | i | i | 1.5 | i
CC(C)CCNC(=O)c1ccc2c(SCC(=O)O)c3c(nc2c1)CCCC3 | i | i | i | i | i | -3.7 | 2.8 | i | i | 4.8 | i
S=c1nc(-c2cccc(Cl)c2)[nH][nH]1 | i | i | i | i | i | -7.3 | 5.3 | i | i | -1.4 | i
COc1ccccc1CNC(=O)Cn1c(=O)c2cccn2c2cccnc21 | i | i | i | i | i | -9.7 | 4.2 | i | i | -2.4 | i
Nc1nc(-c2ccco2)nn1C(=O)c1cccnc1 | i | i | i | i | i | -5.8 | -3.1 | i | i | -1.7 | i
CNC(=O)C1(C)C=CCN1C(=O)c1ccccc1 (stereo not given) | i | i | i | i | i | -9.6 | 5.1 | i | i | 0.1 | i
O=Cc1ccc(Sc2nnc(-c3ccccc3)o2)c([N+](=O)[O-])c1 | i | i | i | i | i | -8.3 | 2.5 | i | i | -3.8 | i
Cc1cccc(N=c2oc3cc(O)ccc3cc2C(N)=O)c1 | i | -8.75* | i | i | i | -14.1 | -5.6 | i | i | 2.1 | i
CCc1cc(=O)[nH]c(SCCc2ccccc2)n1 | i | i | i | i | i | -4.2 | -4.5 | i | i | -5.5 | i
Cc1cccc(/C=N/n2c(C)nnc2C)c1 | i | i | i | i | i | -7.8 | -5.1 | i | i | 10.1 | i
COc1ccc(-n2c(=S)[nH]c3cc(C(=O)Nc4ccccc4OC)ccc3c2=O)c(OC)c1 | i | i | i | i | i | -2.1 | -6.7 | i | i | 3.4 | i
N#CCCN(C(=S)NC(=O)c1ccco1)c1ccccc1F | i | i | i | i | i | -11.9 | -0.5 | i | i | -1.5 | i
C=CCc1cccc(/C=N/c2ncn[nH]2)c1O | i | i | i | i | i | -9.9 | -5.4 | i | i | -3.8 | i
CC(Cn1nnc2ccccc21)C(=O)O (stereo not given) | i | i | i | i | i | -7.9 | -2.9 | i | i | -0.3 | i
CCOC(=O)C(C)Oc1ccccc1C1NC(=O)NC(C)=C1C(=O)Nc1ccc(C)c(C)c1 (stereo not given) | i | i | i | i | x | -11.3 | 3.6 | i | i | -1.4 | i
COc1ccc(OCc2nn[nH]n2)cc1 | i | i | i | x | i | -10.7 | x | i | i | 1.6 | i
CC12C(=O)N(c3ccccc3C(=O)O)C(=O)C1C1C=CC2C1 (stereo not given) | i | i | i | i | i | -4.4 | -2.7 | i | i | -3.3 | i
CCOC(=O)c1cnc2c(-c3cccc(Br)c3)cnn2c1C | i | i | i | i | i | -4.5 | 2.3 | i | i | -8.0 | i
Cc1cccc(N2C(=O)C3CCCN3C2=S)c1 (stereo not given) | i | i | i | i | i | -1.5 | -2.2 | i | i | -3.2 | i
O=c1[nH]n2c(C(F)(F)F)cc(C3CC3)nc2c1N=Nc1ccccc1 | i | i | i | i | i | -1.3 | 0.7 | i | i | 1.4 | i
CN(C)CCNC(=S)Nc1ccccc1C(C)(C)C | i | i | i | i | i | -13.6 | -3.4 | i | i | -1.0 | i
O=C(Nc1ccccc1N1CCOCC1)c1ccccc1NS(=O)(=O)c1ccc(F)cc1 | i | i | i | i | i | -15.2 | -7.1 | i | i | -2.0 | i
O=C(CCn1cccn1)Nc1ccc(-c2ccno2)cc1 | i | i | i | i | i | -10.8 | 1.9 | i | i | -3.9 | i
NC(=O)C1CCN(Cc2nc3ccccc3c(=O)[nH]2)CC1 | i | i | i | i | i | -8.7 | 6.1 | i | i | -2.0 | i

Next entries.
SMILES | KCNK9 inh | KCNK3 block | TRPC4 agonist | PolyA inhibitor | TRPC4 block | hERG rescue | DYRK1A inh | KCNQ1 inh | TRPC4 potent | Platelet DG rel | KCNQ1 pot
CC(C)(C)C(=O)C1=C(O)C(=O)N(c2ccccc2)C1c1ccccc1 (stereo not given) | i | i | i | i | i | -6.3 | -1.3 | i | i | -2.6 | i
CN(CC(=O)Nc1ccncc1)S(=O)(=O)c1ccc(Br)cc1 | i | i | i | i | i | -6.1 | 8.5 | i | i | 8.4 | i
CC(C)(C)c1ccccc1NC(=O)Cn1c(=O)cnc2ccccc21 | i | i | i | i | i | -9.4 | -7.5 | i | i | -3.5 | i
CSc1nc(N)c2c(C)c(C)sc2n1 | i | i | i | i | i | -10.7 | 3.3 | i | i | -2.5 | i
COc1ccc(C2=CC(c3sccc3C)n3nnnc3N2)cc1 (stereo not given) | i | i | i | i | i | -6.1 | 2.2 | i | i | -2.2 | i
COc1cc(C)nc(Oc2ccc(=O)n(C)n2)n1 | i | i | i | i | i | -7.0 | 0.1 | i | i | -3.7 | i
